TWEAK-Fn14 inh: TWEAK-Fn14 signaling inhibition; inhibition, % at 10 µM; TWEAK-stimulated Fn14 reporter cells, luciferase luminescence, 8 h; actives 2% (n = 360,000); in the data active = inhibition above about 50%
NCOA1 inh: human NCOA1 inhibition; inhibition, % at 3.6 µM; Q15788; actives 0.12% (n = 360,000); HEK293 GAL4-SRC1 luciferase reporter, luminescence; AID 588354;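 active = inhibition above the campaign mean plus 3 SD, with each screening campaign given its own cutoff, cut at about 60% in these data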;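 also: 0% = DMSO treated cells and 100% = gossypol at 36 µM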
ABHD5-PLIN5 inh: inhibitors of human ABHD5-perilipin-5 interaction | Split G. princeps luciferase complementation, luminescence, 4 h | inhibition, % at 4 µM | actives 0.78% (n = 360,000);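 active = inhibition above the mean inhibition across every tested compound plus 3 SD, cut at about 22% in these data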;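 also: 0% = DMSO only wells and the 100% control is not disclosed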
Exocytosis inh: lytic granule exocytosis inhibition | TALL-104 LAMP-1 surface exposure, flow cytometry; cells stimulated with thapsigargin and PMA | inhibition, % at 10 µM | actives 0.66% (n = 360,000) | AID 651702;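 active = inhibition above about 55%, limit read from the data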
NR2F2 inh: blocks human COUP-TFII nuclear receptor; HEK293T NGFI-A luciferase reporter, luminescence; inhibition, % at 8.6 µM; actives 0.7% (n = 370,000); P24468;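 active = inhibition above a per-plate cutoff, mean inhibition of test wells between control levels plus 3 SD, cut at about 38% in these data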;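 also: cells cotransfected with COUP-TFII expression vector driving the NGFI-A reporter; 0% = median of COUP-TF2 test wells and 100% = reporter-only cells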
TROY NFkB inh: TROY signaling inhibition | actives 0.98% (n = 360,000) | inhibition, % at 10 µM | Q293 LMP1-TROYcd NF-kB luciferase reporter, 4 h;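 active = compounds whose plate-normalised and pattern-corrected inhibition of the luciferase reporter signal at the single screening dose is 50% or more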
NOD2-RIPK2 inh: blocks binding of human NOD2 to RIPK2; CHO BLA complementation NOD2-RIPK2, CCF4 ratio; inhibition, % at 4.98 µM; actives 0.38% (n = 360,000); AID 624267; in the data active = inhibition above about 21%;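 also: 0% = vehicle only and 100% = reference blocker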
SRC2 inh: inhibits human steroid receptor coactivator 2; HEK293 GAL4-SRC2 luciferase reporter, luminescence; inhibition, % at 9 µM; actives 0.17% (n = 370,000);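 active = inhibition above the mean inhibition of all tested compounds plus 3 SD, set per campaign, cut at about 52% in these data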;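 also: 0% = DMSO treated cells and 100% = cells given Gossypol at 36 µM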
SRC3 inh: inhibits human SRC3 coactivator; Q9Y6Q9; HEK293 GAL4-SRC3 luciferase reporter, luminescence; inhibition, % at 3.6 µM; actives 0.17% (n = 360,000); AID 588352;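 active = inhibition above a per-campaign cutoff, the mean of all compounds plus 3 SD, cut at about 60% in these data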;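 also: 0% = DMSO-treated cells and 100% = gossypol-treated cells at 36 µM; higher means less SRC3-driven luciferase light from the GAL4 reporter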
Target sequence (Q9Y6Q9 whole entry, looked up, the tested form may be a part): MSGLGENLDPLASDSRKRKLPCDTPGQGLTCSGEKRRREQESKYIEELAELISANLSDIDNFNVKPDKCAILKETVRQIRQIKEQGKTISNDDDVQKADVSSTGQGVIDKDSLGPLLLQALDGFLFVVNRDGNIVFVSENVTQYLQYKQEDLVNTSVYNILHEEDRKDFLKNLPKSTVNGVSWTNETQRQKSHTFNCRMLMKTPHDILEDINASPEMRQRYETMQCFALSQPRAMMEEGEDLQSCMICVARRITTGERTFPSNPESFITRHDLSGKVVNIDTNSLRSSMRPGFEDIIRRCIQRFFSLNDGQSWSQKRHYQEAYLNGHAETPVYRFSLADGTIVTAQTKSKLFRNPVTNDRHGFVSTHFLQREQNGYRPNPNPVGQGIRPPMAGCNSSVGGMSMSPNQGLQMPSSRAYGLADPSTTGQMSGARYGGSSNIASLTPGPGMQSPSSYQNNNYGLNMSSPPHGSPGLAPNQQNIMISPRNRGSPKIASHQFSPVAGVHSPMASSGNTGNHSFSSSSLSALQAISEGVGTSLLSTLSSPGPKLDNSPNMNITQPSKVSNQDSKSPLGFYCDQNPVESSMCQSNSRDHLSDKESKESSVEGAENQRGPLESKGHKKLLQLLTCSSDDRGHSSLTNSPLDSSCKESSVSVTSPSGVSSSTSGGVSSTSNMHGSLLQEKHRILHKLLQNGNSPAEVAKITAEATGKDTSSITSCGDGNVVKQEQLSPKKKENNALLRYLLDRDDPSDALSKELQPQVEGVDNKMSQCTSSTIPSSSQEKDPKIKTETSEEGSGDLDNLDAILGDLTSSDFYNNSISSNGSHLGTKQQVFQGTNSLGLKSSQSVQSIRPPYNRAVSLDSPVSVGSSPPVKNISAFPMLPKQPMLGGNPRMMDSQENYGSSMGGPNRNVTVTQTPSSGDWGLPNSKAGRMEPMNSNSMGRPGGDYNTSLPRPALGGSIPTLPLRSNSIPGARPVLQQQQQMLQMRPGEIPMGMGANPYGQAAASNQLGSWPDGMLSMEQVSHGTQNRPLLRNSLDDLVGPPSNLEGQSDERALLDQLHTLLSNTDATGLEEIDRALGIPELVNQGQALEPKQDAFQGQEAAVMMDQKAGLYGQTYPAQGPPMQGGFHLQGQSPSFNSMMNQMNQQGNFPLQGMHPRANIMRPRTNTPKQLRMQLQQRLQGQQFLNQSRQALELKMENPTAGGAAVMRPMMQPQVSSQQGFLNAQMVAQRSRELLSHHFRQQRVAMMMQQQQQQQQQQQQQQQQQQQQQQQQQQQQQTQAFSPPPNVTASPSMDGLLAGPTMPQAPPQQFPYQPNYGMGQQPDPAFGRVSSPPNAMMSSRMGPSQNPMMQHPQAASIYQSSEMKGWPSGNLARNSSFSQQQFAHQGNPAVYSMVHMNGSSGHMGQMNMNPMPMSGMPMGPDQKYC
TLR9-MyD88 block: blocks human TLR9 binding to MyD88; inhibition, % at 4.98 µM; actives 0.21% (n = 340,000); CHO BLA complementation TLR9-MyD88, CCF4 FRET ratio; Q9NR96+Q99836; AID 504734;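 active = inhibition above the mean over all tested compounds plus 3 SD, cut at about 21% in these data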;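 also: 0% = DMSO only wells and 100% = clavulanate BLA inhibitor control wells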
NR5A2 inv ag: suppresses constitutive activity of human LRH-1; actives 0.13% (n = 360,000); O00482; HEK293T StAR-luciferase reporter, LRH-1 transfected, 24 h; inhibition, % at 3.6 µM;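 active = inhibition above the mean inhibition of all tested compounds plus 3 SD, cut at about 73% in these data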;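 also: 0% = DMSO wells and 100% = reporter-only cells lacking LRH-1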
An asterisk follows results filed as active; nt = not tested or not shown. An excerpt; count on the stated rates, not on these rows.

The first three entries, to show the layout:
Results follow in this order: TWEAK-Fn14 inh | NCOA1 inh | ABHD5-PLIN5 inh | Exocytosis inh | NR2F2 inh | TROY NFkB inh | NOD2-RIPK2 inh | SRC2 inh | SRC3 inh | TLR9-MyD88 block | NR5A2 inv ag
Cc1ccc(S(=O)(=O)NNC(=O)C2COc3ccccc3O2)cc1 (stereo not given)
    15 | 16 | 1 | -4 | 5 | 3 | -10 | -4 | 18 | -9 | 18
CCOC(=O)[C@H]1[C@H]2COc3ccc(C)cc3[C@@H]2N2C(=O)CN(Cc3ccccc3)C(=O)[C@@]12C
    -9 | 3 | -4 | -10 | -6 | -4 | -5 | -11 | -1 | 1 | 1
O=C(O)CCN1C(=O)/C(=C\c2cccc(Oc3ccccc3)c2)SC1=S
    41 | -8 | -6 | -7 | 15 | 34 | -10 | 7 | -29 | -3 | -11

Main list, from the first entry:
Results follow in this order: TWEAK-Fn14 inh | NCOA1 inh | ABHD5-PLIN5 inh | Exocytosis inh | NR2F2 inh | TROY NFkB inh | NOD2-RIPK2 inh | SRC2 inh | SRC3 inh | TLR9-MyD88 block | NR5A2 inv ag
Cc1ccc(S(=O)(=O)NNC(=O)C2COc3ccccc3O2)cc1 (stereo not given)
    15 | 16 | 1 | -4 | 5 | 3 | -10 | -4 | 18 | -9 | 18
CCOC(=O)[C@H]1[C@H]2COc3ccc(C)cc3[C@@H]2N2C(=O)CN(Cc3ccccc3)C(=O)[C@@]12C
    -9 | 3 | -4 | -10 | -6 | -4 | -5 | -11 | -1 | 1 | 1
O=C(O)CCN1C(=O)/C(=C\c2cccc(Oc3ccccc3)c2)SC1=S
    41 | -8 | -6 | -7 | 15 | 34 | -10 | 7 | -29 | -3 | -11
Cc1cc(NC(=S)Nc2ccccc2)ccc1Br
    -6 | -2 | -11 | -4 | 4 | -27 | 5 | 6 | -3 | -13 | -18
CN(Cc1cnn(-c2ccccc2)c1)C(=O)C1CCC(=O)N(C2CC2)C1 (stereo not given)
    -7 | -15 | 7 | 1 | -1 | 21 | 2 | -10 | 0 | -1 | 6
CN(C)C(CNC(=O)C1CCN(S(=O)(=O)c2cccc(C(F)(F)F)c2)CC1)c1ccccc1 (stereo not given)
    6 | -1 | 3 | 6 | 12 | 3 | -1 | 12 | 10 | 2 | 17
CCCCOc1ccc(-c2cc(C(F)(F)F)c(C#N)c(SCC(=O)O)n2)cc1
    -20 | -9 | -6 | 0 | 20 | 15 | 1 | -19 | 8 | -14 | -7
O=C(O)CNC(=S)N(Cc1ccc(F)cc1)C1CCCCC1
    1 | -12 | -4 | -2 | -36 | -4 | -7 | -6 | 13 | -5 | 0
CC(=O)c1cccc(NC(=S)NNC(=O)c2ccco2)c1
    2 | 1 | -13 | 0 | -29 | -9 | 0 | -13 | -21 | -4 | -13
CCS(=O)(=O)c1ccc(-c2csc(-c3ccccc3Cl)n2)c(Cl)c1Cl
    11 | -11 | -1 | -3 | -5 | -27 | -10 | -6 | -3 | -4 | 12
Cn1c2ccccc2c2cnn(CC(=O)NCCCN3CCN(c4ccccc4F)CC3)c(=O)c21
    -5 | -9 | 10 | 41 | -6 | -5 | -8 | -27 | 12 | 3 | 5
CCOc1ccc(OCC(O)CN2CCN(S(=O)(=O)c3cccc(C(F)(F)F)c3)CC2)cc1 (stereo not given)
    4 | 1 | -8 | 5 | -2 | 8 | -8 | -1 | -12 | 2 | 11
OC(COCc1ccccc1)CN1CCc2ccccc2C1 (stereo not given)
    3 | -2 | -6 | 0 | -19 | -6 | 0 | -12 | 1 | -4 | -3
CSc1ncccc1C(=O)NCC(c1ccco1)N1CCCCC1 (stereo not given)
    6 | -15 | 5 | 4 | 17 | -4 | -11 | -23 | 18 | 8 | 1
Cn1ccc(=NC=C(C#N)C#N)c2ccccc21
    -44 | -18 | -5 | -3 | -7 | -14 | 5 | -33 | -3 | -28 | 6
O=C(COc1ccc(S(=O)(=O)N2CCCCC2)cc1)N1CCCC1
    37 | -5 | -9 | -4 | -2 | 11 | 6 | -23 | -9 | -1 | -11
COc1ccc(OC)c(/C=C/C(=O)OCC(=O)N2CCCCC2)c1
    -6 | -36 | -2 | 14 | 3 | -17 | 0 | -23 | 10 | 1 | -6
CC(=O)Nc1cc2c(cc1Cl)-c1ccc(F)cc1C2O (stereo not given)
    11 | 2 | 1 | -5 | -5 | -6 | -9 | -26 | -11 | -16 | 5
Cc1ccccc1S(=O)(=O)NC(=O)C1(C)CCN1C(=O)C1(c2ccc(Cl)cc2)CCC1 (stereo not given)
    -1 | 6 | -9 | 1 | 12 | -6 | 1 | -6 | -8 | nt | 16
COc1ccc(-n2nc3cc(C)c(N)c(Br)c3n2)cc1
    -1 | -151 | 1 | 9 | -40 | -49 | -7 | 43 | -117 | 1 | -110

Next part
Labels used below – A = TWEAK-Fn14 inh; B = NCOA1 inh; C = ABHD5-PLIN5 inh; D = Exocytosis inh; E = NR2F2 inh; F = TROY NFkB inh; G = NOD2-RIPK2 inh; H = SRC2 inh; I = SRC3 inh; J = TLR9-MyD88 block; K = NR5A2 inv ag
CCOC(=O)c1cnc(Cc2ccccc2)[nH]c1=O
  A: 5; B: 0; C: 9; D: -2; E: -9; F: 3; G: -12; H: 7; I: 2; J: 6; K: 7

O=S(=O)(Nc1ccc2c(c1)nc1n2CCOC1)c1ccccc1
  A: 9; B: 12; C: -7; D: -5; E: 5; F: 3; G: -6; H: 2; I: 8; J: -2; K: 10

COC(=O)/C(C#N)=C/c1cc(C)sc1C
  A: -4; B: 7; C: -8; D: -4; E: -5; F: 10; G: -9; H: -56; I: 8; J: -7; K: 0

O=C(Nc1cc2c3c(c1)C1CCCC1CN3CC1CCCC21)c1ccccc1 (stereo not given)
  A: -24; B: -10; C: 9; D: -5; E: -13; F: 1; G: 5; H: -4; I: -4; J: -6; K: -23

CC1CCCN(CC(O)COc2ccc(Cl)cc2)C1 (stereo not given)
  A: 3; B: -5; C: 1; D: 4; E: -10; F: 10; G: -19; H: 23; I: 12; J: 4; K: -1

CCN1C(=O)c2cccc3c(NC(=O)c4cccc(N5C(=O)CCC5=O)c4)ccc1c23
  A: 2; B: -14; C: 2; D: -2; E: -28; F: -3; G: -3; H: -38; I: -12; J: -4; K: 49

COc1cc(OC)c(C2=NOC(C(=O)NCc3cccs3)C2)cc1Cl (stereo not given)
  A: -19; B: -10; C: 2; D: 0; E: 8; F: -8; G: -8; H: 9; I: 15; J: 1; K: 7

CCOC(=O)C1=CCN(S(=O)(=O)c2ccccc2C)C1c1ccc(Br)cc1 (stereo not given)
  A: 10; B: -11; C: 0; D: 0; E: 0; F: -3; G: -17; H: 11; I: -2; J: nt; K: 10

O=C(CCNC(=O)c1ccc(Br)o1)NCc1ccccc1Cl
  A: -8; B: -3; C: -5; D: 3; E: -14; F: 13; G: 1; H: 6; I: 1; J: -6; K: -1

CC(C)n1c(=O)n(CC(=O)NCC2CCCO2)c(=O)c2c3c(sc21)COC(C)(C)C3 (stereo not given)
  A: 0; B: 4; C: 1; D: -12; E: 1; F: -12; G: -1; H: -9; I: 6; J: 0; K: 15

CCOC(=O)N1CCN(CC(O)COc2ccccc2C(C)(C)C)CC1 (stereo not given)
  A: 2; B: 5; C: -6; D: 4; E: 7; F: -2; G: 4; H: -19; I: 3; J: 2; K: -4

Cc1ccc(/C=N\NC(=O)c2cc([N+](=O)[O-])cc([N+](=O)[O-])c2)o1
  A: 37; B: -9; C: 1; D: -7; E: 0; F: 4; G: 2; H: -32; I: 10; J: 3; K: 15

COc1ccc(N2CCN(C(=O)c3ccc(NS(=O)(=O)c4cccc(F)c4)cc3)CC2)cc1
  A: -9; B: 0; C: -2; D: 0; E: 11; F: -14; G: -11; H: -4; I: 6; J: -8; K: 12

Cc1cccc(C2=NN(c3ccccc3)[C@H](CO)[C@H]2c2ccc(Cl)cc2)c1
  A: 19; B: 3; C: -3; D: 25; E: 19; F: -8; G: 4; H: 17; I: -21; J: -62; K: -18

Brc1ccc(-c2c[n+]3c(n2-c2ccccc2)SCC3)cc1
  A: 10; B: 9; C: 1; D: 0; E: 18; F: -7; G: -14; H: 9; I: 11; J: nt; K: 3

2 compounds drawn at random from the list so far:
Labels used below – A = TWEAK-Fn14 inh; B = NCOA1 inh; C = ABHD5-PLIN5 inh; D = Exocytosis inh; E = NR2F2 inh; F = TROY NFkB inh; G = NOD2-RIPK2 inh; H = SRC2 inh; I = SRC3 inh; J = TLR9-MyD88 block; K = NR5A2 inv ag
O=C(Nc1cc2c3c(c1)C1CCCC1CN3CC1CCCC21)c1ccccc1 (stereo not given)
  A: -24; B: -10; C: 9; D: -5; E: -13; F: 1; G: 5; H: -4; I: -4; J: -6; K: -23

Brc1ccc(-c2c[n+]3c(n2-c2ccccc2)SCC3)cc1
  A: 10; B: 9; C: 1; D: 0; E: 18; F: -7; G: -14; H: 9; I: 11; J: nt; K: 3

The list goes on.
Labels used below – A = TWEAK-Fn14 inh; B = NCOA1 inh; C = ABHD5-PLIN5 inh; D = Exocytosis inh; E = NR2F2 inh; F = TROY NFkB inh; G = NOD2-RIPK2 inh; H = SRC2 inh; I = SRC3 inh; J = TLR9-MyD88 block; K = NR5A2 inv ag
COc1ccc(/C=N/NC(=O)c2ccn[nH]2)cc1CSc1ccccn1
  A: 4; B: -66; C: -3; D: -2; E: -14; F: -36; G: 3; H: -44; I: -72; J: 5; K: -84

CCCc1cc(=O)[nH]c(SCC(=O)N2c3ccccc3CC2C)n1 (stereo not given)
  A: 11; B: -25; C: 8; D: 6; E: 10; F: 15; G: -12; H: -1; I: 1; J: -5; K: 1

Fc1ccc(C2CC(c3cccs3)=NN2C(=S)Nc2ccccc2)cc1 (stereo not given)
  A: 13; B: 12; C: -5; D: -1; E: 23; F: -33; G: 7; H: -7; I: 10; J: -8; K: 6

COc1ccc2oc(=O)c(C(=O)N3CCc4ccccc43)cc2c1
  A: 3; B: -13; C: 6; D: -1; E: 6; F: -7; G: -4; H: -22; I: -2; J: 1; K: -4

COc1cccc(NC(=O)C(=O)NCC2CCCN2S(=O)(=O)c2cccs2)c1 (stereo not given)
  A: -18; B: -49; C: 2; D: -5; E: -25; F: -67; G: -16; H: -132; I: -120; J: -4; K: -104

COC(=O)c1ccc(/C=N/NS(=O)(=O)c2cc(C)ccc2C)cc1
  A: -20; B: -1; C: -4; D: 3; E: 4; F: -31; G: 8; H: 3; I: -10; J: 1; K: 4

COCCCN1C(=O)C(CC(=O)NCCN2CCOCC2)CC(C(=O)N(C)C)=C1C (stereo not given)
  A: 10; B: 1; C: 7; D: -1; E: 7; F: 2; G: -1; H: -12; I: 16; J: nt; K: 5

CN1CCN(C(=O)c2ccc3c(=O)n4c(nc3c2)CCCCC4)CC1
  A: 0; B: -9; C: 0; D: 12; E: 3; F: 2; G: -4; H: -14; I: -22; J: -10; K: -16

Cc1nn(CC(=O)O)c(C)c1NC(=O)c1cccs1
  A: 3; B: 9; C: -5; D: -12; E: -3; F: -15; G: -6; H: -19; I: 5; J: 5; K: -19

CC(C)COc1ccc(S(=O)(=O)n2cc(F)c(=O)[nH]c2=O)cc1
  A: 11; B: 8; C: -1; D: -2; E: -11; F: 17; G: -2; H: -24; I: 16; J: 2; K: 20
